Thrombin inh = blocks human thrombin protease activity; P00734; alpha-thrombin, Boc-VPR-AMC fluorogenic substrate cleavage; inhibition, % at 5 µM; 0.26% of 220,000 active;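 active means inhibition at or above 40%; inactive means inhibition below 40%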;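 further: 0% = enzyme with no compound and 100% = wells without enzyme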
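System – human alpha-thrombin · Medium – pH 7.5 Tris (50 mM) with NaCl 150 mM, Tween 20 0.05% · Compound – single-point dosing at 5 µM, 0.2% DMSO · Incubation – enzyme reaction carried out at room temperature · Technique – fluorescence of released AMC, ex 355 nm, em 460 nm · Read-out basis – % inhibition of thrombin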
FXIIa inh = blocks human coagulation factor XIIa protease activity; P00748; purified FXIIa, Boc-QGR-AMC fluorogenic substrate, 2 h; inhibition, % at 5 µM; 0.3% of 220,000 active; AID 800; in the data active means inhibition above about 40%;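 further: 0% = enzyme with no compound and 100% = blank without enzyme; many of its hits are not listed in these tables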
hK5 inh = kallikrein 5 (human) inhibition; 0.59% of 210,000 active; Q9Y337; recombinant hK5, fluorogenic AMC substrate cleavage; inhibition, % at 5 µM;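 active means inhibition of 40% or more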;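 further: 0% = enzyme controls without compound and 100% = no-enzyme blanks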
Target sequence (Q9Y337 67-293 limits assumed): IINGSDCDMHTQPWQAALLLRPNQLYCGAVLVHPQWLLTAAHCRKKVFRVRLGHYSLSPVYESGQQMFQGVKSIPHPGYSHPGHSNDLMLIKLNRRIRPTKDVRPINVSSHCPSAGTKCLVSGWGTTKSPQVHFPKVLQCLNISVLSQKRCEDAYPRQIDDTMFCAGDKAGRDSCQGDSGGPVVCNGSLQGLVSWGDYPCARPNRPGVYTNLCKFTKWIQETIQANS
Cl transport mod = modulators of human KCC2 chloride dependent transport; 2.2% of 190,000 active; KCC2 cells, thallium flux FluoZin-2 fluorescence; B-score of Tl+ flux slope (higher = more flux/activation; lower = inhibition) at 10 µM; Q9H2X9;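 active means thallium flux slope and its plate-corrected score both differing from the plate sample mean at a set confidence after two filtering rounds, in either direction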;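 further: slope of fluorescence scaled to starting intensity during 10 to 20 s after thallium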
TNF necrop inh = TNF-alpha cell death inhibition in Jurkat FADD-/- cells; Jurkat FADD-/- TNF necroptosis rescue, ATP luminescence, 24 h; 0 = TNF only, 100 = no-TNF cells; activation (protection from cell death), % at 10 µM; 0.068% of 220,000 active; AID 463075;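 active means activation, meaning protection from cell death, of at least 50% relative to plate controls; inactive means activation below 50%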;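 further: necroptosis triggered by 40 ng/mL TNF-alpha added together with compound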
Hck-Nef inh = inhibitors of human Hck kinase activated by Nef | inhibition, % at 20 µM | P08631 | 0.68% of 220,000 active | Recombinant Hck-YEEI plus Nef, Z-Lyte FRET kinase assay;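 active means Hck-Nef kinase inhibition above about 50%, limit read from the data; inactive means inhibition below that limit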;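 further: 0% = DMSO with Hck plus Nef and 100% = Hck alone without Nef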
Target sequence (P08631 whole entry, looked up): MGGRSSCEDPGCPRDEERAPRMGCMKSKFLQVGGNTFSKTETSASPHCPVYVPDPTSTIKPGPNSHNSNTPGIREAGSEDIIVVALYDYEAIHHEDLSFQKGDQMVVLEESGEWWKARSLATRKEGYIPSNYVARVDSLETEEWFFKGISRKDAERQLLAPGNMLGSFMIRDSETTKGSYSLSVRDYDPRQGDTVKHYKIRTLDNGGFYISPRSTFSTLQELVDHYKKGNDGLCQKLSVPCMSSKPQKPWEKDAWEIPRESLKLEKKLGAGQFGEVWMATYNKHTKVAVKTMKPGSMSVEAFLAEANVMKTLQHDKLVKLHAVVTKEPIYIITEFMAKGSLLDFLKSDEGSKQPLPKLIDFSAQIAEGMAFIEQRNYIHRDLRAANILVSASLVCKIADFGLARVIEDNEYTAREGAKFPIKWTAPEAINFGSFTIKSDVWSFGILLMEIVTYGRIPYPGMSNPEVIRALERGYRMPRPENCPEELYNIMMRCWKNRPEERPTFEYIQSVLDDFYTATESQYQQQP
FXIa inh = inhibitors of human coagulation factor XIa | purified FXIa, Boc-Glu-Ala-Arg-AMC fluorogenic substrate | 0.14% of 220,000 active | P03951 | inhibition, % at 5 µM;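 active means inhibition of at least 40%; inactive means inhibition below 40%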;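 further: fluorescence of freed AMC excited at 355 nm; 0% = enzyme without compound and 100% = no enzyme blank; many of its hits are not listed in these tables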
L929 necroptosis = blocks zVAD induced death of L929 cells; L929 zVAD necroptosis rescue, ATP luminescence, 24 h; with zVAD 60 µM; viability rescue, % at 10 µM; 0.38% of 220,000 active; AID 1377;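 active means activation, scaled between plate controls, above about 75%, limit read from the data; inactive means activation under that limit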;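 further: 0% = zVAD with DMSO and 100% = DMSO alone without zVAD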
Rad51 HR inh = blocks human Rad51 in homologous recombination. AID 1385. Q06609. 0.085% of 200,000 active. hRad51 DNA strand exchange, fluorescence dequenching. inhibition, % at 10 µM;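 active means inhibition above 40% at the single screening dose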;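 further: 0% = DMSO control wells and 100% = blanks with heterologous ssDNA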
Target sequence (Q06609 whole entry, looked up): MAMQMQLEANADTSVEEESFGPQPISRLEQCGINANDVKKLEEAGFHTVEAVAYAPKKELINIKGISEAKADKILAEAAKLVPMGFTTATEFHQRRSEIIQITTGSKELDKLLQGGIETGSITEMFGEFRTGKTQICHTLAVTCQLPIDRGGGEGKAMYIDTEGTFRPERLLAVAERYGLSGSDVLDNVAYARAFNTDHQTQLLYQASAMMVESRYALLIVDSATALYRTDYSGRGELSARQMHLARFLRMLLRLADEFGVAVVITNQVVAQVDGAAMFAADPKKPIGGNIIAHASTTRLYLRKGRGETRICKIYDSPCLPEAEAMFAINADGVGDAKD
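material = hRad51 filaments on single-stranded DNA | timing = filaments 15 min 37 °C, then compound 30 min | signal = FRET fluorescence dequenching, excitation 485 nm, emission 520 nm | benchmarks = control wells and blank wells on each plate | evaluation = percent inhibition relative to plate controls and blanks | compound = 10 µM final, single point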
* = called active by the depositor; x = no result given.

SMILES | Thrombin inh | FXIIa inh | hK5 inh | Cl transport mod | TNF necrop inh | Hck-Nef inh | FXIa inh | L929 necroptosis | Rad51 HR inh
O=C(Nc1n[nH]c(C2CCCCC2)n1)C1CCCCC1 | -11 | 5 | -19 | 0.076 | 1.1 | 1 | -2 | 0.0 | 0
CN(C(=O)C1CCN(S(=O)(=O)c2cccs2)CC1)c1ccccc1 | -10 | 4 | -4 | -0.011 | -1.9 | 19 | -4 | 0.3 | 10
COCc1[nH][nH]c(=O)c1C=Nc1ccc(C(F)(F)F)cc1 | -1 | 13 | 3 | -0.069 | -0.9 | 1 | 1 | 0.9 | 0
O=C1NC(c2ccccn2)Nc2sc3c(c21)CCC3 (stereo not drawn) | -3 | 6 | -3 | -0.024 | -0.9 | 2 | -2 | 0.0 | -9
CCCCC/C(=N\NC(=O)Nc1ccccc1)c1ccccc1 | 19 | 12 | 0 | -0.78 | 0.2 | 23 | -3 | 7.7 | -12
Cc1onc(-c2c(F)cccc2Cl)c1C(=O)N1CCCc2ccccc21 | -5 | 4 | -21 | -0.6 | -9.1 | 2 | -7 | -0.3 | -5
CCOC(=O)CSc1n[nH]c(NS(=O)(=O)c2ccccc2C(F)(F)F)n1 | 0 | 11 | -1 | 0.028 | 0.0 | 8 | -1 | 0.9 | -48
COc1ccc(N2CCN(C(c3cccs3)C(C)NC(=O)c3ccc4c(c3)OCO4)CC2)cc1 (stereo not drawn) | 25 | 8 | 24 | x | -2.7 | 10 | 4 | 0.3 | -2
CC1CCc2c(cnc3ncnn23)C1 (stereo not drawn) | -2 | 9 | 13 | -0.1 | 0.1 | 23 | -2 | 0.8 | -31
O=C(Nc1ccccc1)c1ccc(-c2ccccc2C(F)(F)F)o1 | 2 | 5 | -6 | -0.55 | 0.7 | 2 | 0 | 15 | -13
CN1C(=O)NC(NC(=O)C2CCCCC2)(C(F)(F)F)C1=O (stereo not drawn) | -4 | 0 | 0 | -0.097 | -0.2 | 6 | 0 | -0.3 | x
O=C(/C=C/c1ccco1)Nc1scc(-c2ccccc2)c1C(=O)O | 3 | 16 | 4 | x | -11 | 49 | 7 | -1.5 | 13
O=c1c2c3c(sc2[nH]c(=S)n1Cc1ccco1)CCC3 | 1 | 11 | -31 | 78* | -5.1 | 81* | -3 | -0.2 | -6
Cc1ccc(C2=NOC(=O)/C2=C\C=C\c2ccccc2)cc1 | 1 | -4 | -14 | 0.24 | -2.7 | 56* | -2 | -1.1 | -28
Cc1cccc(Nc2nc(NC(C)C)nc(Oc3ccc(=O)n(C)n3)n2)c1 | 6 | 22 | -6 | -1.3 | -2.6 | 1 | 8 | 0.5 | 3
COc1cc(NC(=O)CN2c3cccc4cccc(c34)S2(=O)=O)cc(OC)c1OC | 1 | 12 | -4 | -2.3 | -2.2 | 4 | 2 | 0.1 | -4
COCCCn1c(SCC(=O)Nc2ccc(C(C)=O)cc2)nc2ccccc2c1=O | 4 | 18 | -5 | -0.93 | -1.9 | 2 | 2 | -0.1 | 0
CN(Cc1ccc(OCC(O)CN2CCCCC2)cc1)Cc1ccnc2ccccc12 (stereo not drawn) | -2 | 7 | x | 0.25 | -2.6 | -3 | -1 | -1.4 | x
COCCn1c(SCC(=O)NCc2ccco2)nc2cccnc21 | -4 | 6 | -2 | 0.19 | -1.6 | 0 | -4 | 0.0 | -1
COc1ccc(NC(=O)c2sc3nc(C)nc(N4CCOCC4)c3c2C)c(OC)c1 | -6 | 10 | -3 | 1.5 | 0.7 | 29 | -1 | 1.6 | 3

Compound profiles, from the list above. Order of values: Thrombin inh	FXIIa inh	hK5 inh	Cl transport mod	TNF necrop inh	Hck-Nef inh	FXIa inh	L929 necroptosis	Rad51 HR inh
`Cc1ccc(C2=NOC(=O)/C2=C\C=C\c2ccccc2)cc1` in the list: 1	-4	-14	0.24	-2.7	56*	-2	-1.1	-28
`O=C(/C=C/c1ccco1)Nc1scc(-c2ccccc2)c1C(=O)O` in the list: 3	16	4	x	-11	49	7	-1.5	13
`COc1ccc(NC(=O)c2sc3nc(C)nc(N4CCOCC4)c3c2C)c(OC)c1` in the list: -6	10	-3	1.5	0.7	29	-1	1.6	3

Additional structures follow:
SMILES | Thrombin inh | FXIIa inh | hK5 inh | Cl transport mod | TNF necrop inh | Hck-Nef inh | FXIa inh | L929 necroptosis | Rad51 HR inh
Cc1ncc(CO)c(/C=N/NC(=O)c2ccc(O)cc2)c1O | -8 | -7 | -24 | -0.057 | 2.5 | -1 | -4 | 1.7 | 4
Cc1ccccc1Nc1nc(CSc2nnnn2-c2ccccc2)cs1 | 4 | 15 | -10 | 0.17 | 3.2 | 0 | -7 | -0.7 | 2
O=S(=O)(c1ccc2c(c1)OCCO2)N(Cc1ccc(F)cc1)Cc1nnc(-c2cccs2)o1 | -13 | -6 | 0 | -2.3 | -0.9 | 0 | -5 | -0.1 | 0
Cc1cccc(C(=O)OCC(=O)NC(C)CCc2ccccc2)c1 (stereo not drawn) | -5 | 6 | -4 | -2.9 | 0.2 | -7 | -5 | 2.9 | -4
O=C(Cn1c2c(c(-c3ccccc3Cl)cc1=O)CCC2)NCCCN1CCOCC1 | 4 | 11 | 2 | 0.54 | 3.7 | 22 | 1 | 0.1 | 4
O=S1(=O)CCN(Cc2cccc(C(F)(F)F)c2)CC1 | -12 | 8 | 7 | -0.21 | 0.7 | 22 | 0 | 1.3 | 27
CCOc1ccc(CCNC(=O)C2CCCN(S(=O)(=O)c3c(C)n[nH]c3C)C2)cc1OCC (stereo not drawn) | -2 | 7 | -5 | x | -1.7 | 2 | -6 | 0.2 | 2
CCCNS(=O)(=O)c1ccc2c(c1)CCCN2C(C)=O | -3 | 4 | 3 | 0.74 | -0.1 | -1 | -6 | 1.6 | 6
CC(NC(=O)c1sc2ccccc2c1Cl)C1CCCO1 (stereo not drawn) | -7 | -3 | -16 | 0.58 | 0.9 | 2 | 1 | 1.2 | 7
CC(=O)N1CCc2cc(S(=O)(=O)N3CCOCC3)ccc21 | -6 | -1 | -4 | x | 0.2 | -2 | -8 | -0.4 | 6
CCCn1cnc2cc(NC(=O)c3cccs3)ccc21 | 0 | 5 | 3 | x | 1.1 | -13 | 3 | 4.5 | x
O=C(CNc1ccccc1)N/N=C/c1ccc([N+](=O)[O-])o1 | -3 | 11 | -10 | x | -22 | 2 | 4 | 5.2 | 1
Cc1ccc([N+](=O)[O-])cc1NC(=O)C(Sc1ccccc1)c1ccccc1 (stereo not drawn) | 2 | 5 | -5 | 0.66 | -0.9 | -19 | 0 | -0.7 | 20
Cc1cccc(-n2c(SCC(=O)Nc3ccc4c(c3)OCO4)nnc2-c2ccoc2C)c1 | -3 | 9 | 2 | 1.6 | 0.1 | 1 | 4 | -0.2 | 11
O=C(NC(=S)Nc1ccc2c(c1)OCO2)c1ccc(Cl)cc1 | 2 | 21 | -6 | 8.2* | 1.0 | 0 | 18 | 0.5 | -9
COc1cc(C(=O)NCC(=O)N/N=C(C)\C=C\c2ccccc2)cc(OC)c1OC | -2 | 9 | 3 | x | 0.2 | 26 | -2 | -0.3 | 1
Cc1cc(C(=O)N/N=C/c2ccc(O)c([N+](=O)[O-])c2)n[nH]1 | -6 | 14 | 3 | -0.15 | 11 | 0 | -1 | 7.3 | -6
CC(C)(C)n1nnnc1C(c1cccs1)N1CCCc2ccccc21 (stereo not drawn) | 1 | 5 | 3 | 0.34 | -3.6 | 1 | 6 | -0.4 | 9
O=C1CCCC/C1=C/NCc1ccccc1 | -7 | 5 | -9 | -0.31 | 14 | 18 | -22 | 1.4 | 13
O=C(N/C(=C/c1cccnc1)C(=O)N1CCOCC1)c1ccccc1F | -2 | 8 | -3 | -0.41 | -0.1 | 2 | 1 | 1.7 | 10
Cc1ccc(NS(=O)(=O)c2ccc(NC(=O)CSc3ccc(Cl)cc3)cc2)c(C)c1 | -8 | -3 | -4 | x | -0.7 | 1 | -6 | 0.6 | 8
CCOC(=O)CSc1nc(=O)n2ccccc2n1 | 4 | 8 | 4 | -2.3 | 0.9 | 18 | 5 | 0.1 | -11
O=C(O)CC(CC(=O)Nc1ccc(N2CCOCC2)cc1)c1ccccc1 (stereo not drawn) | -4 | 5 | 2 | 0.63 | -1.8 | 16 | 1 | -0.3 | x
CC1CCc2c(sc3ncnc(NS(=O)(=O)c4cccs4)c23)C1 (stereo not drawn) | -4 | 0 | -15 | -1.7 | 0.2 | 17 | -4 | 0.7 | -33
CC(C)(C)OC(=O)N1CCOCCOCCN(C(=O)OC(C)(C)C)CCOCC1 | -2 | -15 | -2 | 0.53 | -0.2 | 1 | -4 | -0.1 | 0
CCOC(=O)/C(=N\Nc1ccccc1Cl)N1CCN(Cc2ccccc2)CC1 | -1 | 4 | -5 | -0.51 | -0.3 | 0 | 5 | 0.1 | 0
COC(=O)c1ccc(/C=N/NC(=O)CC(=O)NCC(C)C)cc1 | -12 | 16 | -9 | 1.3 | -0.8 | 1 | -8 | 1.2 | -3
COc1ccc(NC(=O)CCC(=O)c2ccc(-c3ccccc3)cc2)cc1 | 0 | 9 | -16 | x | -2.0 | 2 | 0 | 0.7 | -12
COc1ccc(CCNC(N)=S)cc1OC | -4 | 6 | 2 | 0.19 | 1.4 | -4 | 0 | x | x
Cn1cc([C@@H]2C[C@H]3CN(C4CCCC4)C(=O)[C@]34CCCN24)c(-c2ccccc2)n1 | -5 | 6 | -1 | 0.41 | 0.3 | 15 | -3 | -0.2 | -2
CCN(CC)C(=O)CSc1nnc(COc2cccc(C)c2)n1C | -3 | 3 | -5 | -0.35 | 0.5 | 21 | -7 | 0.1 | x
CC(=O)C1C(c2ccc([N+](=O)[O-])cc2)C2C(C)=NN=C2CC1(C)O (stereo not drawn) | 6 | 8 | 2 | 0.52 | -0.3 | 0 | 1 | 0.5 | 5
CCOc1ccc(OCC(=O)Nc2ccc(OC)cc2)cc1 | 5 | 22 | -1 | -0.031 | -0.7 | 0 | 12 | -0.6 | 2
O=C(O)Cc1ccc(O)c(O)c1 | 2 | 8 | 0 | -0.74 | 1.7 | 30 | 2 | 0.4 | -7
CC(C)c1ccc(NC(=O)NC2CCN(CC(=O)Nc3cccc4ccccc34)CC2)cc1 | 2 | 5 | -4 | -0.001 | -0.1 | 3 | -5 | 3.5 | x
CCOC(=O)c1c(-c2ccc(OC)cc2)csc1NC(=O)CCN1CCOCC1 | -4 | 11 | x | -0.43 | -1.3 | -6 | -1 | -0.7 | x
COc1ccc(S(=O)(=O)N2CCn3c2nc2ccccc23)cc1 | -6 | -21 | -11 | 0.64 | -0.4 | 0 | -10 | 0.3 | -4
Cc1ccc(-n2nc(C)c3c(C)c(CCC(=O)NCc4ccco4)c(C)nc32)cc1 | -3 | 14 | -4 | 0.17 | -0.5 | 8 | 8 | 1.2 | x
COc1ccc(CCNC(=O)CN2CCN(c3cccc(Cl)c3)CC2)cc1OC | -5 | 5 | 3 | 0.29 | -0.9 | 0 | 1 | -0.1 | 3
COc1ccc(C2C(C#N)=C(N)OC3=C2C(=O)CC(C)C3)c(OC)c1OC (stereo not drawn) | -5 | 6 | -21 | 0.75 | 0.5 | 1 | 23 | 0.0 | -1
O=C(NC1CCCC1)c1ccc(S(=O)(=O)N2CCOCC2)cc1 | -3 | 6 | -8 | x | 1.6 | -1 | 3 | 0.0 | -2

Only part of the results is shown (hit frequency here may not be typical).
